EWS-Fli inh: inhibitors of EWS/Fli oncoprotein transcriptional activity; A673 NR0B1-luciferase reporter, viability-normalised; inhibition, % at 12.6 µM; actives 0.67% (n = 350,000); AID 651661;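 active means mean inhibition of at least 50% after viability correction, with every replicate also passing that limit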;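 further: firefly luciferase signal divided by Alamar Blue viability fluorescence both relative to DMSO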
miR122 inh: blocks miR-122 activity in Huh7 sensor cells; Huh7 miR-122 Renilla luciferase sensor, 48 h; neutral wells = 0, positive control = 100; activation (reporter increase), % at 12.5 µM; actives 0.3% (n = 340,000); AID 602342;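 active means mean replicate activation score at least 90 and every replicate individually at or above 90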;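 further: higher luciferase means less miR-122 activity so hits act as miR-122 inhibitors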
PGC1a acetyl inh: modulators of PGC1a acetylation. inhibition, % at 15.6 µM. U2OS PGC1a acetylation, AlphaScreen anti-acetyl-lysine; with virally co-expressed GCN5 acetyltransferase. actives 0.17% (n = 350,000). AID 651687;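 active means every replicate shows inhibition of at least 40%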;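 further: 0% = neutral control wells and 100% = positive control wells; some results beyond the cut were filed as inactive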
LGR2 antag: blocks bursicon-induced cAMP signaling via Drosophila LGR2. HEK293 LGR2, CRE-luciferase, bursicon-stimulated, 4 h. inhibition, % at 9.99 µM. actives 0.35% (n = 380,000);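 active means drop in luminescence signal, shown as inhibition above about 50% in the replicate tests, limit read from the data, passing the limit was not always enough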;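 further: agonist challenge used bursicon conditioned medium at about half maximal strength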
Cneo AK release: Cryptococcus neoformans lysis via adenylate kinase release. C. neoformans lysis, adenylate kinase release luminescence, 4 h; normalised: neutral wells 0, clomiphene wells 100. actives 0.2% (n = 360,000). AID 651654. lysis activity, % at 15 µM;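 active means mean lysis activity across replicates of at least 80%, whatever share of replicates individually reach that level; inactive means mean lysis activity below 80%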
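Material: C. neoformans cells; Schedule: 4 h static compound exposure, 37 °C, read 1 h post-reagent; Measured by: adenylate kinase release luminescence; Read-out: signal increase indicating cell lysis; Controls: Clomiphene as positive lysis control.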
* hit, by the source's call; . = no result given; [ ] = remark or other dose. Not all compounds are listed, so the mix of outcomes need not match the whole.

SMILES	EWS-Fli inh	miR122 inh	PGC1a acetyl inh	LGR2 antag	Cneo AK release
Cc1onc(-c2ccccc2Cl)c1C(=O)NC(=S)Nc1ccccc1C(N)=O	.	3.9	.	-2.1	-1.3
CCc1ccc(N2C(=O)CC(NNc3nc4ccccc4s3)C2=O)cc1 (stereo not drawn)	.	1.5	.	1.9	5.6
O=C(/C=C/c1ccc(OC2CSC2)cc1)c1ccc(Cl)cc1	.	-9.3	.	-1.7	-0.7
O=C(N/N=C/c1coc2ccccc2c1=O)c1cc2ccccc2o1	.	-6.0	.	7.7	0.7
O=c1cc(-c2ccc(F)cc2)[nH][nH]1	.	-12.6	.	18.1	7.2
O=C1C(Oc2ccccc2)C(c2cccs2)N1Cc1ccc2c(c1)OCO2 (stereo not drawn)	.	71.0	.	15.6	7.4
COc1ccc(NC(=O)c2ccccc2[N+](=O)[O-])cc1	.	-6.7	.	-1.9	0.9
CCC(C)(C)N1CC(=O)N(Cc2ccccc2)C(c2ccc(OC)cc2)C1=O (stereo not drawn)	.	-1.9	.	28.0	1.3
O=C(Cc1ccccc1)Nc1c[nH]c(=O)[nH]c1=O	.	0.5	.	10.6	3.4
Cc1occc1C(=O)NC1CCCCCCC1	.	0.0	.	-1.0	-2.2
Cc1ccc(C)c(NC(=O)CN(C)C(=O)[C@@H](NC(=O)c2ccc(C(C)(C)C)cc2)C(C)C)c1	.	-10.1	.	-0.9	-1.8
CC(C)CNC(=O)c1cccc(NC(=O)c2ccc(NC(=O)c3ccco3)cc2)c1	.	0.6	.	-26.3	0.6
O=C(Cc1c(Cl)cccc1Cl)NCCc1ccc(Cl)cc1	.	0.8	.	-8.6	-2.0
O=[N+]([O-])c1cc(S(=O)(=O)NCCCN2CCOCC2)ccc1Cl	.	-6.0	.	-1.4	2.9
COc1ccc(C(=O)/C=C/c2ccc(OC)c(O)c2)c(F)c1	.	-3.1	.	-9.0	5.9
O=C(N/N=C/c1cccc(OC(=O)c2ccco2)c1)c1ccc(F)cc1	.	-1.2	.	-37.2	-8.0
CCCN1CCN(c2ncnc3c2nnn3Cc2ccccc2)CC1	.	15.4	.	11.3	4.0
O=S(=O)(c1cccc(-c2nnc(SCc3nc4ccccc4s3)o2)c1)N1CCOCC1	.	16.9	.	-54.5	-8.0
CCOC(=O)/C=C1\SCC(=O)N1CC(=O)NC(C)c1ccccc1 (stereo not drawn)	.	-0.1	.	4.6	2.8
O=C(CNC(=O)c1ccc2c(c1)OCO2)N/N=C(Br)/C=C/c1ccccc1	.	3.3	.	-5.4	2.2
O=C(Nc1cccc(Cl)c1)N(Cc1nc2ccccc2c(=O)[nH]1)Cc1cccs1	.	10.6	.	-8.6	0.8
O=C(COc1ccccc1)Nc1ccc2c(c1)Cc1cc(NC(=O)COc3ccccc3)ccc1-2	.	8.8	.	-4.2	9.3
COc1ccc(C(=O)NNC(=O)c2cc3cc([N+](=O)[O-])ccc3oc2=O)cc1OC	.	-2.7	.	8.3	1.0
COc1ccccc1OCCCCN1CCN(C(c2ccccc2)c2ccccc2)CC1	.	-8.5	.	37.3	3.1
Cc1cc(N(CCO)CCO)ccc1C(c1ccc(N(CCO)CCO)cc1C)c1ccccc1Cl	.	5.9	.	-0.7	3.5

Next part, starting with the last four of the part before.
SMILES	EWS-Fli inh	miR122 inh	PGC1a acetyl inh	LGR2 antag	Cneo AK release
O=C(COc1ccccc1)Nc1ccc2c(c1)Cc1cc(NC(=O)COc3ccccc3)ccc1-2	.	8.8	.	-4.2	9.3
COc1ccc(C(=O)NNC(=O)c2cc3cc([N+](=O)[O-])ccc3oc2=O)cc1OC	.	-2.7	.	8.3	1.0
COc1ccccc1OCCCCN1CCN(C(c2ccccc2)c2ccccc2)CC1	.	-8.5	.	37.3	3.1
Cc1cc(N(CCO)CCO)ccc1C(c1ccc(N(CCO)CCO)cc1C)c1ccccc1Cl	.	5.9	.	-0.7	3.5
O=C(COC(=O)/C=C/c1ccccc1Cl)NCc1ccccc1	.	-6.0	.	-4.9	-1.7
O=C(OCC(=O)c1c[nH]c2ccccc12)c1cc2ccccc2cc1O	.	1.5	.	1.8	3.9
COc1ccc(NC(=O)C2Cc3ccccc3CN2C(=O)c2ccccc2)cn1 (stereo not drawn)	.	0.1	.	-9.4	-1.3
CCOc1ccc(C(=O)NCC(=O)OC2CCOC2=O)cc1OCC (stereo not drawn)	.	-5.1	.	-7.3	5.0
N#Cc1c(NC(=O)C2CC2)sc2c1CCCCC2	.	-1.1	.	-29.2	-3.6
COc1ccc(C(=O)/C=C/c2ccc(N3CCCCC3)c([N+](=O)[O-])c2)c(OC)c1	.	-7.7	.	14.8	-0.9
COc1cc(/C=c2\sc3nc(=O)c(-c4ccccc4)nn3c2=O)ccc1OCCC(C)C	.	1.1	.	-77.9	0.3
COc1ccc2[nH]c(C)c(C(=O)CN3CCc4cc(OC)c(OC)cc4C3)c2c1	.	4.3	.	2.7	3.3
CCOc1ccc(Nc2nc(C)cc(C)c2C#N)cc1	.	6.0	.	-13.2	0.0
CC(=O)Nc1ccc2oc(-c3ccccc3Br)nc2c1	.	-3.0	.	10.4	-10.0
O=S(=O)(c1ccccc1)c1nc(-c2ccco2)oc1N1CCCCCC1	.	2.9	.	-3.8	5.9
CC(C)(C)n1nc2c(c1NC(=O)c1ccco1)CS(=O)C2 (stereo not drawn)	.	4.4	.	-7.3	4.8
C[C@@H]1CN([C@@H](C)CO)S(=O)(=O)c2ccc(C#CC3CC3)cc2O[C@H]1CN(C)C(=O)Nc1cc(F)ccc1F	16.0	12.0[16.7 µM]	.	8.1	.
CCCNC(=O)[C@@H]1[C@@H](CO)[C@@H]2Cn3c(ccc(-c4ccccc4F)c3=O)[C@H]1N2CCC	8.9	-3.1[16.7 µM]	.	-6.2	.
Cc1ccc(C(=O)N2c3ccccc3N(Cc3ccccc3)C(=O)C2(C)C)cc1	23.7	-13.2	.	0.0	.
CCCNC(=O)[C@H]1[C@H](CO)[C@H]2Cn3c(ccc(-c4ccccc4F)c3=O)[C@@H]1N2CCC	1.9	-3.7[16.7 µM]	.	-35.3	.
Cc1ccccc1CN1C(=O)C(O)(CC(=O)c2ccncc2)c2ccccc21 (stereo not drawn)	.	-0.1	-2.3	3.9	.
CCC(=O)NC(c1ccc([N+](=O)[O-])cc1)c1c(O)ccc2ccccc12 (stereo not drawn)	.	11.0	0.3	10.5	.
CCc1nnc(NC(=O)C2COc3ccccc3O2)s1 (stereo not drawn)	.	0.8	13.3	-3.9	.
Cc1cc(/C=N/n2cnnc2)c(C)n1-c1ccc(OCc2ccc(Cl)cc2)cc1	.	-2.2	-7.1	7.8	.
COc1cccc(/C=N/n2c(-c3ccco3)nc3ccccc3c2=O)c1	.	-2.9	-8.7	-9.8	.
O=C(Nc1cccs1)Nc1ccccc1Cl	.	14.1	6.5	-30.6	.
Cn1cccc1CNC(=O)Nc1ccc(Cl)c(Cl)c1	.	-2.6	-7.7	3.5	.
Cc1nn(-c2ccccc2)c(Cl)c1C(=O)NCC(C)C	.	-6.7	9.2	-7.7	.
COC(=O)CCC(=O)Nc1ccc(Br)cc1	.	-7.7	-21.3	12.8	.
New compounds follow
SMILES	EWS-Fli inh	miR122 inh	PGC1a acetyl inh	LGR2 antag	Cneo AK release
COC(=O)c1sccc1-n1cccc1C(=O)C(=O)N1CCCC1	.	-0.1	4.2	15.8	.
Cc1ccc(NC(=O)c2cc(-c3ccco3)on2)cc1	.	-1.7	1.3	-49.0	.
CCOc1ccc(C(=O)NC(C(=O)NCc2ccccn2)C(C)C)cc1 (stereo not drawn)	.	2.0	6.5	2.3	.
CCC(=O)NCCc1cc2cc(C)c(C)cc2[nH]c1=O	.	-1.2	-3.5	19.4	.
COC(=O)c1cc(C#N)c(Oc2ccccc2OC)nc1C	.	1.9	-17.1	4.8	.
Cc1nnc(SCC(=O)Nc2ccc(N3CCOCC3)cc2)n1-c1ccccc1	.	4.1	-4.2	1.7	.
O=c1c2ccccc2nc2n1C(CSCc1ccc(Cl)cc1)CS2 (stereo not drawn)	.	-0.9	4.1	27.6	.
O=C(Nc1ccc(Cc2ccncc2)cc1)c1ccco1	.	4.4	0.8	-43.8	.
CCn1nc(CC(=O)Nc2nnc(CC(=O)N3CCOCC3)s2)c2ccccc2c1=O	.	-8.0	7.8	1.3	.
c1ccc2c(c1)nc(Nc1ccc3c(c1)OCO3)c1nnnn12	.	2.8	7.4	-38.3	.
COc1cccc(-c2nnc(SCC(=O)Nc3cc(C)on3)o2)c1	.	1.5	-40.7	-31.2	.
CNc1nc2[nH]c(=O)c3c(c2s1)OC(N)=C(C#N)C3c1cccc(F)c1 (stereo not drawn)	.	2.9	0.8	-4.1	.
CCOCCCNC(=O)CN1C(=O)C(CC)Oc2ccccc21 (stereo not drawn)	.	-6.1	-36.5	4.2	.
N#CCCNC(=O)CCN1CCCCC1	.	-5.1	4.5	-12.4	.
Cc1ccc(NC(=O)CN(C)Cc2nc3ccccc3c(=O)[nH]2)c(Br)c1	.	0.8	-3.4	-3.4	.
CCn1cnc2sc(-c3ccccc3)cc2c1=O	.	-8.2	5.0	-52.8	.
c1ccc(CNc2ncnc3sc4c(c23)CCC4)nc1	.	20.6	6.6	-10.2	.
C=C(C)c1cccc(C(C)(C)NC(=O)N2CCC(C)CC2)c1	.	7.5	-8.8	-14.2	.
COc1ccc(NS(=O)(=O)c2ccc(NS(C)(=O)=O)cc2)cc1	.	3.6	13.9	10.3	.
Cc1ccc(CNC(=O)c2nc3nc(C)cc(C)n3n2)cc1	.	-7.0	-6.6	-2.0	.
COC(=O)C(Cc1ccc(OC(=O)c2ccccc2C)cc1)N1Cc2ccccc2C1=O (stereo not drawn)	.	-1.7	6.6	14.1	.
COc1cc(C(=O)NCc2ccccn2)ccc1OCc1c(C)noc1C	.	-6.5	-22.2	-15.6	.
Cc1ccc(C2NC(=O)c3c(sc4c3CCN(C)C4)N2)s1 (stereo not drawn)	.	-0.7	-13.8	-15.6	.
COc1ccc(S(=O)(=O)NC(CC(=O)NCCc2ccc(OC)c(OC)c2)c2ccco2)cc1 (stereo not drawn)	.	-2.3	-4.1	-3.8	.
Cc1ccc(N(CCC#N)C(=O)CSc2ccc3c(c2)OCCO3)cc1	.	-7.1	-27.0	-2.7	.
Other entries:
SMILES	EWS-Fli inh	miR122 inh	PGC1a acetyl inh	LGR2 antag	Cneo AK release
N#CC(C#N)=Cc1cn(-c2ncc(C(F)(F)F)cc2Cl)c2ccccc12	.	-5.9	8.6	-0.4	.
Cc1cccc(N(CC(=O)NC2CCCC2)C(=O)CCCC(=O)Nc2ccccn2)c1	.	-2.2	0.7	-0.7	.
Cc1ccc(C(=O)N2CCN3C(=O)c4ccccc4C23c2ccc(Cl)cc2)cc1 (stereo not drawn)	.	-11.9	-11.9	30.2	.
Cc1ccnc(NC(=S)NC(=O)/C=C/c2ccco2)c1	.	1.5	-17.3	-63.5	.
O=C(NCc1ccco1)c1cc2ccc(O)cc2oc1=O	.	3.8	2.3	12.9	.
CNc1nc(NCCOC23CC4CC(CC(C4)C2)C3)nc(OCC(F)(F)F)n1	.	-6.4	2.2	27.0	.
CCc1nnc(N2C(=O)c3cccc4cccc(c34)C2=O)s1	.	0.2	15.4	2.1	.
O=C(N1CCOCC1)N1CCN(c2ccc(F)cc2)CC1	.	0.7	-2.4	-7.7	.
Cc1nn2c(=O)cc(COC(=O)c3ccc(S(=O)(=O)N4CCCCC4)cc3)nc2s1	.	-4.9	2.9	-16.2	.
CCOc1ccccc1NC(=O)CSc1nnnn1-c1ccccc1	.	-2.2	-15.7	-3.0	.
O=C(OC1CCCCC1)c1ccc(NC(=O)C2CCCCC2)cc1	.	2.5	-12.6	-0.2	.
CCOC(=O)c1cnc2c(OC)cccc2c1Nc1ccc2c(c1)OCCO2	.	-2.3	-2.4	-2.8	.
COc1ccccc1/C=C/C(=O)NCC(=O)N/N=C/c1cc(Br)ccc1OC	.	-2.5	-1.6	11.0	.
CCOC(=O)C(NCCCCl)c1ccccc1 (stereo not drawn)	.	-1.7	-3.2	7.4	.
Cc1ccc(Cn2cc(/C=C/C(=O)O)c(-c3ccccc3)n2)cc1	.	5.1	-11.2	-9.3	.
Cc1nn2c3ccccc3nc2n(C)c1=O	.	-5.4	-11.5	1.1	.
Cc1csc(C(C#N)C(=O)c2ccncc2)n1 (stereo not drawn)	.	0.9	2.6	19.4	.
COC(=O)CCC(=O)Nc1ccc(Cl)c(Cl)c1	.	1.6	-9.2	10.2	.
CCc1c(C)sc(NC(=O)c2cccs2)c1C(=O)OC(C)C	.	-3.0	-32.4	1.8	.
CCOC(=O)c1ccc(NC(=O)CCC(=O)OC)cc1	.	-1.4	5.9	4.6	.
O=C(N/N=C/c1cccnc1)c1ccc([N+](=O)[O-])cc1	.	-2.7	7.6	-2.2	.
